Source: PubChem BioAssay
AHR act – activates the human aryl hydrocarbon receptor. AHR-responsive luciferase reporter cells, luminescence. activation, % at 5 µM. hit rate 2.5% among 320,000. AID 2796; in the data active = activation above about 47%;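 note: 0% = vehicle wells and 100% = reference agonist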
MCL1 BIM primary – inhibitors of human MCL1 binding to BIM-BH3 peptide; hit rate 0.68% among 320,000; inhibition, % at 10.9 µM; GST-MCL1 / FITC-Bim-BH3 fluorescence polarization; Q07820; AID 2057;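 active = inhibition above the mean inhibition of all tested compounds plus 3 SD, set per campaign, cut at about 40% in these data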;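 note: 0% = DMSO wells and 100% = unlabeled Bim-BH3 peptide control; higher means more loss of mP so more displacement of Bim peptide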
Target sequence (Q07820 whole entry, looked up): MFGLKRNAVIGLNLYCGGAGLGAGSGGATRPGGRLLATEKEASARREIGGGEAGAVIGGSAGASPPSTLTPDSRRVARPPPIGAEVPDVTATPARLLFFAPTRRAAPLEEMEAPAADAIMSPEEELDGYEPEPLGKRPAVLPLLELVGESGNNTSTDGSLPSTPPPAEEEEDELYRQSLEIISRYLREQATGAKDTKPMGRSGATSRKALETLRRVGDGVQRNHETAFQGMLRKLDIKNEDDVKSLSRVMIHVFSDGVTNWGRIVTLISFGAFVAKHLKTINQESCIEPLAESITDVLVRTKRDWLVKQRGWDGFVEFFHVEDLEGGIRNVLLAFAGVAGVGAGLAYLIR
GLD-1 RNA inh – GLD-1-TGE RNA interaction inhibition (C. elegans); Q17339; purified GLD-1 + fluorescein TGE RNA, fluorescence polarization; inhibition, % at 5.96 µM; hit rate 0.44% among 320,000; AID 2280;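 active = percent inhibition above a per-plate cutoff, the plate mean of test compounds plus 3 SD, cut at about 30% in these data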;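 note: 0% = DMSO wells with GLD-1 and probe and 100% = wells lacking GLD-1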
Fam108B inh – blocks mouse Fam108B hydrolase in RBBP9 counter-screen | recombinant Fam108B, FP-Rh probe fluorescence polarization | inhibition, % at 9.51 µM | hit rate 0.33% among 300,000 | AID 1947;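 active = inhibition above the screen mean inhibition plus 3 SD, computed separately per campaign, cut at about 18% in these data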;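 note: inhibitors lower polarization as less probe binds the enzyme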
Bcl-xL primary – Bcl-xL (human) inhibition | Q07817 | GST-Bcl-xL / FITC-Bim BH3 peptide fluorescence polarization | inhibition, % at 10.9 µM | hit rate 0.7% among 320,000;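 active = inhibition above the mean of all tested compounds plus 3 SD, cutoff set per campaign, cut at about 30% in these data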;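 note: 0% = DMSO wells and 100% = unlabeled Bim-BH3 peptide competitor; inhibitors lower millipolarization by displacing the labeled peptide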
PAFAH1B2 FP inh – blocks human PAF acetylhydrolase 1b catalytic subunit 2. P68402. recombinant PAFAH1B2, FP-rhodamine activity probe, fluorescence polarization. inhibition, % at 3.39 µM. hit rate 1.2% among 340,000. AID 492953;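 active = inhibition above the mean of all tested compounds plus 3 SD, cut at about 24% in these data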;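 note: 0% = enzyme with DMSO and 100% = wells lacking PAFAH1B2; many of its hits are not listed in these tables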
Target sequence (P68402 whole entry, looked up): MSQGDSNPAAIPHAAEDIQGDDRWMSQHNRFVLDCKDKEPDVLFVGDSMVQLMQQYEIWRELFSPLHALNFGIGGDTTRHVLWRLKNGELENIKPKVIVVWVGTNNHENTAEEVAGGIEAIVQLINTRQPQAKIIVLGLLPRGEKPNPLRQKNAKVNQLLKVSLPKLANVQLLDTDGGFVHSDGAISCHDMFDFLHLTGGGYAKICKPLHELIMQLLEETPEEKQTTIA
MEX-5 binding – C. elegans MEX-5 TCR-2 RNA binding activity; Q9XUB2; MEX-5/FITC-TCR2 RNA binding, fluorescence polarization; stronger effect = lower value; activity score (negative = inhibition of binding), % at 10 µM; hit rate 0.38% among 300,000; AID 1832;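 active = inhibition past about -25% in most replicates, and total fluorescence under double the plate's negative control median, limit read from the data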;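 note: 0% = DMSO and -100% = 5 µM competing unlabeled TCR2 RNA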
pPAFAH FP inh – pPAFAH (human) enzyme inhibition. hit rate 1.5% among 330,000. recombinant pPAFAH, FP-rhodamine probe fluorescence polarization. Q13093. inhibition, % at 3.39 µM;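 active = inhibition above the mean inhibition across the screen plus 3 SD, cut at about 25% in these data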;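 note: inhibitors block binding of the rhodamine activity-based probe so polarization drops; 0% = enzyme with DMSO and 100% = wells lacking pPAFAH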
Target sequence (Q13093 whole entry, looked up): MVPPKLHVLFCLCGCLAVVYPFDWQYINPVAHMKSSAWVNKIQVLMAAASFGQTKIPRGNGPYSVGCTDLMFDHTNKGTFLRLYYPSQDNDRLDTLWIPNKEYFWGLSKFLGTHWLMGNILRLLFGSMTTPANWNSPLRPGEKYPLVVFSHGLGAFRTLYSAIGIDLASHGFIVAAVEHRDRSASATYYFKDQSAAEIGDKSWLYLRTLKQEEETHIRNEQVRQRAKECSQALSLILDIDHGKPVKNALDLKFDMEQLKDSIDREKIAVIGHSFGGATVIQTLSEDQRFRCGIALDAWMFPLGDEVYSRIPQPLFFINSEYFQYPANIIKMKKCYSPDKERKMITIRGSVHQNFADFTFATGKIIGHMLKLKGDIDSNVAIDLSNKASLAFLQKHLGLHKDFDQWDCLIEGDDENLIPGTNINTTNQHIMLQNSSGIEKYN
PME-1 inh – blocks human protein phosphatase methylesterase 1; Q9Y570; recombinant PME-1, FP-Rh probe fluorescence polarization; inhibition, % at 5.9 µM; hit rate 0.53% among 320,000; AID 2130;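 active = inhibition above the campaign mean of all compounds plus 3 SD, cut at about 26% in these data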;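 note: competitive labeling of PME-1 active site by serine hydrolase directed probe; 0% = PME-1 with DMSO and 100% = wells lacking PME-1 enzyme; inhibitors block probe labeling so polarization falls and inhibition rises; many of its hits are not listed in these tables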
* marks the source's active call; other numbers are inactive results; . = not tested or not shown.

Screens in order – AHR act	MCL1 BIM primary	GLD-1 RNA inh	Fam108B inh	Bcl-xL primary	PAFAH1B2 FP inh	MEX-5 binding	pPAFAH FP inh	PME-1 inh
Cc1cc(C)c2c(N)c(C(=O)Nc3nccs3)sc2n1
    71*	5	7	2	6	10	-1.2	12	6
COc1ccccc1-c1nnc2sc(COc3ccc(Cl)cc3Cl)nn12
    3	7	7	-6	2	7	-1.7	7	-10
CCOC(=O)N1CCN(Cc2nc3c(c(=O)n(C)c(=O)n3C)n2CCCc2ccccc2)CC1
    0	-1	-1	2	2	2	0.6	-6	2
COCCN(C(=O)Nc1ccc(OC)cc1OC)C1CCN(C(C)C)CC1
    -1	-7	3	2	0	-2	1.1	6	-1
CC(C)C(=O)NC(c1cccc([N+](=O)[O-])c1)c1c(O)ccc2ccccc12 (stereo unspecified)
    0	5	3	-1	8	1	0.7	4	1
O=C(N/C(=C\c1cccc([N+](=O)[O-])c1)C(=O)N1CCOCC1)c1ccc([N+](=O)[O-])cc1
    -2	-7	-1	-1	4	2	-1.6	2	-6
O=C1CCN(Cc2ccccc2)CCN1[C@H](COc1ccccc1)Cc1ccccc1
    14	5	6	1	-1	3	0.4	2	4
CCc1cccc(CC)c1NC(=O)CSc1nc2ccc(N3C(=O)C4C5C=CC(C5)C4C3=O)cc2s1 (stereo unspecified)
    126*	9	4	-6	2	0	1.8	0	4
CCNc1ccc(C(=O)OCC(=O)NCCN2C(=O)CSC2=O)cc1[N+](=O)[O-]
    1	-2	5	8	-5	-1	1.3	8	3
O=C(NCC1CCS(=O)(=O)C1)NCC1CCS(=O)(=O)C1 (stereo unspecified)
    1	0	-9	2	4	1	3.4	5	0
O=C(CSc1nnc(-c2ccncc2)o1)Nc1cc(F)ccc1F
    1	-8	0	.	-5	4	.	1	2
CN1CCN(CCNC(=O)Nc2ccccc2[N+](=O)[O-])CC1
    1	-2	-1	0	7	8	3.5	2	3
O=C(Cn1ccc([N+](=O)[O-])n1)N1CCc2ccccc21
    -1	-1	-2	4	-4	5	0.8	7	-8
COc1ccc(S(=O)(=O)N2CCC(C(=O)NCCC(=O)Nc3cccc(Cl)c3)CC2)cc1
    1	-1	-3	1	7	-3	-0.8	0	-5
CC(C)c1nc(C#N)c(N2CCOCC2)o1
    -1	0	0	-1	-3	7	0.8	-1	-2
c1ccc2oc(SCc3cn4ccccc4n3)nc2c1
    -2	-9	-3	-4	-6	-1	-0.6	6	4
COc1cc(C(=O)Nc2ccc(NC(=O)C3CC3)nc2)cc(OC)c1OC
    3	3	-1	0	3	1	-1.7	2	-2
C/C=C(\C)C(=O)OC(C)(C)[C@H]1Cc2cc3ccc(=O)oc3cc2O1
    1	-2	-1	-2	1	3	2.1	8	2
CCSc1cc(N2CCCC2)nc(-c2ccc(F)cc2)n1
    0	4	1	-2	0	4	1.1	-1	-4
Clc1ccc(C2=Nn3c(Cn4nnc5ccccc54)nnc3SC2)cc1
    5	8	-10	-4	4	.	2.6	-10	4
COCCNc1c2c(c(C#N)c3nc4ccccc4n13)CCCC2
    19	-4	8	0	4	1	0.8	5	2
COc1ccc(Cl)cc1NC(=O)CN(C)C(=O)Cc1ccsc1
    12	-14	9	-1	-12	3	-1.5	1	1
Cc1n[nH]c(=O)c2c(NC(=O)CSc3nnc(-c4ccncc4)n3C)oc(C)c12
    1	0	5	-1	2	3	3.5	-1	-7
CC1(C)CC(=O)C2=C(C1)Nc1ncnn1C2c1ccccn1 (stereo unspecified)
    0	4	5	-2	4	5	-0.7	2	4
CC(=O)c1cc2c(cc1NS(=O)(=O)c1ccccc1Br)OCO2
    3	7	-8	0	3	3	-2.1	5	6
COc1ccc(/C=N/Nc2ncnc3scc(-c4ccccc4)c23)cc1OC
    44	6	2	7	-4	-1	-3.3	8	4
Cc1cc(NC(=O)c2cc(-c3ccco3)on2)n(-c2ccccc2)n1
    2	-4	-4	-3	-2	3	1.0	6	-3
O=C(CN1CCOCC1)Nc1ccc(F)cc1
    2	0	1	-6	-1	-6	2.8	-2	-3
COC(=O)[C@@H]1C[C@]2(OC(=O)c3ccccc3)C=CC(=O)C[C@@H]2N1C(=O)OCc1ccccc1
    4	-5	3	-1	-2	0	3.7	5	3
Cc1ccc(C)c(N(Cc2cc3ccc(C)cc3[nH]c2=O)C(=O)c2ccco2)c1
    8	5	1	1	6	-1	2.0	-2	5
CCN(CC(=O)NCc1ccc(Cl)cc1)C(=O)CSc1ccc(F)cc1
    6	-5	9	0	-12	16	1.1	15	6
COc1ccc(C2C(C(=O)N3CCN(c4ccccn4)CC3)CCC(=O)N2c2ccc(OC)cc2)cc1 (stereo unspecified)
    -2	-3	11	5	5	2	1.0	5	0
O=C(c1ccc(Br)cc1)N(C1=NCCCCS1)c1ccccc1
    2	5	-1	4	8	5	-0.3	2	-3
CCn1c(SCCOc2ccc(Cl)cc2)nnc1-c1cccs1
    1	9	4	-7	7	21	1.9	6	2
Cc1cc(C)c(OCC(=O)NCC2CCCO2)c(C)c1 (stereo unspecified)
    3	-3	2	-4	-3	3	3.5	-2	4
Cc1nn(-c2ccccc2)c(C)c1/C=N/NC(=O)CSc1nnc(-c2ccccc2)n1-c1ccc(Cl)cc1
    1	-4	3	-5	0	4	-2.2	0	-36
O=C(Nc1nnc(S(=O)(=O)N2CCCCC2)s1)c1ccc(Cl)cc1
    2	8	2	-4	1	3	-1.5	3	2
N#CCCN1CCN(S(=O)(=O)c2ccc3c(c2)CCC3)CC1
    -2	2	-1	.	2	3	.	2	-1
Nc1nonc1-n1nnc(C(=O)N/N=C/c2ccco2)c1CSc1ccccc1
    1	0	1	-55	2	-6	0.9	-2	-17
O=C(NCc1ccc2c(c1)OCO2)c1ccc(Br)s1
    10	-2	3	3	3	4	-0.7	0	-3
CCCCNC(=O)c1ccccc1NC(=O)c1ccccc1N(C)S(C)(=O)=O
    -4	5	-1	-1	12	-2	-1.8	2	-2
CC(=O)C1=C(c2ccccc2)OC(N)=C(C#N)C1c1ccc(O)cc1 (stereo unspecified)
    0	2	1	-2	7	6	-3.6	1	-5
CCC1CCC(C(=O)NC(C(=O)NCCCN2CCCCC2C)C(C)C)CC1 (stereo unspecified)
    1	0	1	-3	4	1	3.7	3	-5
COc1ccccc1-c1nnc(SCC(=O)c2c(N)n(C3CC3)c(=O)[nH]c2=O)o1
    20	-4	5	.	-7	1	.	1	5
CC(=O)Nc1ccc(Cc2nc3c([nH]2)c(=O)n(C)c(=O)n3C)cc1
    0	3	-6	-5	6	.	-0.1	0	-4
Cc1cccc(C(=O)N2CCN(S(=O)(=O)N3CCCCC3)CC2)c1
    1	0	1	1	3	2	-1.2	3	2
CC(C)C(=O)Nc1ccc([N+](=O)[O-])c(C(F)(F)F)c1
    -2	3	3	-4	6	-2	-1.6	0	-3
COc1ccc(-c2cc(C(=O)NCc3cccnc3)no2)cc1OC
    12	-13	-2	5	-4	3	-0.7	1	-2
c1ccc(CNc2c3ccccc3nc3ccccc23)cc1
    22	2	-3	2	3	4	-2.2	1	-105
O=C1CCN(c2ccc([N+](=O)[O-])cc2F)CC1
    0	-2	5	-2	2	3	-0.5	-3	-6
Cc1cccc(N2CCN(C(c3cccs3)c3nnnn3C(C)(C)C)CC2)c1C (stereo unspecified)
    2	-6	-4	-1	-3	-1	1.6	-7	-6
O=C(/C=C/c1ccccc1)N/C(=C/c1ccccc1)C(=O)Nc1cccc(C(=O)O)c1
    1	3	-2	3	2	3	0.8	4	-3
CCC(C)NC(=O)COc1ccc(S(=O)(=O)N2CCOCC2)cc1 (stereo unspecified)
    -7	-4	-2	3	4	1	0.9	5	-8
O=C(CCc1ccc(O)cc1)c1c(O)cc(O)cc1O
    15	4	1	6	0	31*	0.0	5	5
COc1ccc2c(c1)c(=O)oc1c(C)c(OCc3ccc(C(=O)O)cc3)ccc12
    1	7	-2	-2	5	-2	2.6	1	-5
COc1ccc(C2c3ccc(O)cc3Oc3ncn4nc(-c5ccccn5)nc4c32)cc1 (stereo unspecified)
    3	-1	0	-1	1	-5	2.9	-3	-5
NS(=O)(=O)c1ccc(NC(=O)CN2CCCC2)cc1
    2	-1	7	1	4	3	0.4	1	8
Cc1ccc2cc(C=O)c(N(C)C)nc2c1
    35	5	-7	-1	9	0	-1.0	-3	3
N#CCCC(CCC#N)(CCC#N)c1cc[n+](CCc2ccccn2)cc1
    -1	8	6	5	10	3	-2.7	3	4
O=C(Nc1ccc(Oc2ccccc2)cc1)C1CCN(c2c3c(nc4ncnn24)CCC3)CC1
    -1	-1	2	-1	2	1	2.5	76*	-1

(cont.)
Screens in order – AHR act	MCL1 BIM primary	GLD-1 RNA inh	Fam108B inh	Bcl-xL primary	PAFAH1B2 FP inh	MEX-5 binding	pPAFAH FP inh	PME-1 inh
CC(C)CC1Nc2ccc(C(=O)NCc3ccc4c(c3)OCO4)cc2NC1=O (stereo unspecified)
    3	4	1	3	3	-1	0.0	3	-8
O=C(N=C1SC2CS(=O)(=O)CC2N1Cc1ccccc1Cl)C1CC1 (stereo unspecified)
    0	4	3	0	2	7	0.0	0	6
CN(C)C(=O)c1cc(C(=O)c2ccccc2C(F)(F)F)c[nH]1
    0	8	2	1	10	-4	-0.4	4	-3
CCCCOc1ccc(CSc2n[nH]c(C)n2)cc1
    8	-4	6	3	-3	3	-2.9	2	2
Cn1nnc(NC(=O)c2ccc(C(C)(C)C)cc2)n1
    22	7	9	2	5	14	-5.6	6	1
CC(C)(C)NC(=O)C1Cc2ccccc2CN1C(=O)Nc1ccccc1Cl (stereo unspecified)
    0	4	-4	-5	4	5	-2.1	1	-5
CCOc1ccc2cc(C3CC(c4ccco4)=NN3S(=O)(=O)c3ccccc3)c(Cl)nc2c1 (stereo unspecified)
    2	2	4	-7	1	-4	3.1	-1	-14
COc1cc(C(CC(=O)N2CCCC2)c2c(OC)cc(OC)c3ccc(=O)oc23)cc(OC)c1OC (stereo unspecified)
    17	38	55*	9	36*	3	-39*	4	2
CC(C)C(=O)OCc1cn(-c2ccc(Cl)c(Cl)c2)nn1
    -1	3	5	3	-1	1	-1.2	5	-2
N[C@@H]1CONC1=O
    -1	-7	2	1	-8	.	1.2	-1	-3
S=c1[nH]nc(-c2ccco2)n1/N=C/c1ccc(Cl)cc1Cl
    0	-12	4	3	-33	15	1.0	31*	24
COc1ccccc1C(=O)NNC(=O)c1cccc(Cl)c1
    35	6	1	-2	1	4	-0.9	2	2
CSc1nc2sc3c(c2c(=O)[nH]1)CCc1ccccc1-3
    74*	0	2	5	7	-7	-0.6	-2	-2
CCCN1Cc2cccc(C(N)=O)c2C1=O
    0	-10	7	-2	2	2	-0.1	4	0
O=C(NCc1ccccn1)c1cn(CCc2ccccc2)nn1
    8	2	0	3	0	6	1.7	-9	-3
COc1ccc(S(=O)(=O)NNC(=O)c2csc(-n3nc(C)cc3C(F)(F)F)n2)cc1
    7	-3	-3	1	-2	1	-0.7	7	3
Cc1cccc(N2CCN(C(=O)N3CCOCC3)CC2)c1C
    -1	8	6	1	5	2	-0.8	12	3

Only part of the results is shown; rates above refer to the full screens.
